bCat nuc transl – modulators of beta-catenin nuclear translocation | HeLa beta-catenin nuclear translocation, immunofluorescence imaging | nuclear translocation activity, % at 5 µM | 190,000 tested, 0.3% active;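 active means nuclear translocation activity above 50% at 5 µM, with a well cell count of 50 or more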;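 further: per-cell ratio of nuclear to cytoplasmic median beta-catenin stain intensity; plate controls were DMSO negative control for no effect and GSK-3 inhibitor IX positive control for full effect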
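Technique: fluorescence imaging of beta-catenin antibody stain plus DAPI / Material: human HeLa cell line / Incubation: compound treatment 24 h, 37°C, 5% CO2 / Read-out basis: % activation of per-cell nuclear versus cytoplasmic median beta-catenin signal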
AID2073 – disruptors of CaV2.2 binding to Mint1 – biochemical, HTRF (AID 2073). inhibition, % at 20 µM, or IC50 in µM where a hit was titrated. HTRF protein-protein interaction, Mint1-CaV2.2; higher % means a stronger effect. 290,000 tested, 0.19% active; in the data active means inhibition mostly above about 51%, no sharp cut-off; further: some results filed as inactive read as strong as hits
Autophagy HCS – autophagy modulation, high-content screen; MEF GFP-LC3 puncta imaging; test concentration mostly 10 µM; calls only at 10 µM (by protocol); 190,000 tested, 0.98% active; AID 463193;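 active means percentage of spot-positive cells more than 3 SD above its plate mean, without a fluorescence outlier flag or 80% toxicity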;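 further: spot-positive cell cutoff set from DMSO-treated cells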
MT stabilizer – microtubule stabilization, imaging screen; HeLa tubulin immunostaining HCS, 24 h; share of cells brighter than vehicle mean+2SD; % tubulin-high responders, % at 10 µM; 200,000 tested, 0.83% active; AID 2205;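 active means plate Z-score above 3 for both tubulin-high and condensed-nucleus cell shares, with cell loss under 80%, at 10 µM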;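 further: anti alpha tubulin signal scored within the nucleus-defined area of each cell; some results filed as inactive read as strong as hits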
WT yeast gro inh – growth inhibition of WT yeast, mitochondrial fusion screen; mitochondrial fusion phenotypic screen, WT strain; 190,000 tested, 2.1% active; inhibition, % at 10 µM; in the data active means inhibition above about 58%; tested in S. cerevisiae
Ins promoter up – MIN6 insulin promoter up-regulation. MIN6 insulin promoter-GFP reporter, high-content imaging; stronger effect = higher value. z-score at 5 µM. 190,000 tested, 0.3% active. AID 1625;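 active means z-score above 3 at 5 µM with at least 500 cells counted in the well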
HIV fusion peptide – cell-free HIV fusion peptide-binding blockers – biochemical, uHTS, fluorescence dequenching, primary screen (AID 1986) | cell-free peptide binding, fluorescence dequenching, 30 min; higher % means a stronger effect | inhibition, % at 20 µM, or IC50 in µM where a hit was titrated | 290,000 tested, 0.3% active; in the data active means inhibition mostly above about 52%, no sharp cut-off; inactive means mostly below about 76%; further: some results filed as inactive read as strong as hits
Yfh1-depleted yeast – mitochondrial function rescue without frataxin homolog – Friedreich's ataxia, plus single-dose screen, dose response (AID 1465). 220,000 tested, 0.074% active. S. cerevisiae Yfh1-off respiration, WST-1 reduction, 72 h; higher fold induction means a stronger effect. one-dose fold induction at 50 µM; EC50 in µM for titrated hits;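 active means fold induction of absorbance versus untreated yeast above a set limit, then at least 30% activation at any dose in follow-up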;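 further: activators that raise dye reduction in frataxin-depleted yeast; strong numbers were not always called active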
Dynein transport – blocks dynein driven cargo transport along microtubules; 3617.4 mouse cells, GR-EGFP nuclear translocation imaging; test concentration mostly 20 µM; stimulated with dexamethasone, 1 µM; stronger effect = lower value; z-score, hits read low; 220,000 tested, 0.47% active; AID 1381;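 active means plate z-score of nuclear minus cytoplasmic receptor signal below a set negative limit, without overly bright fluorescence or cell loss, cut at about -3.5 in these data, passing the limit was not always enough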;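 further: z-score of nuclear minus cytoplasmic ring GR-EGFP intensity difference per well; some compounds called inactive have numbers as strong as hits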
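Also added: dexamethasone, 1.0 µM final. Medium: tet-free, stripped-serum medium. Detection: fixed, Hoechst-stained cells imaged at 10x for EGFP. Read-out: nuclear-to-cytoplasmic GR-EGFP distribution per well. Times: induction 48 h, compound 1 h, agonist 30 min.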
WT yeast gro inh mutant strain – second read-out of WT yeast gro inh, no call of its own (marks repeat the call); inhibition, %; mitochondrial fusion phenotypic screen, mutant strain inhibition
Dynein transport cytoplasmic EGFP – recorded beside Dynein transport, whose call it bears; z-score; measured here: cytoplasmic GR-EGFP intensity; stronger effect = higher value
Dynein transport nuclear GR-EGFP – further read-out of Dynein transport, marked with its call; z-score; measured here: nuclear GR-EGFP intensity;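 lower value marks the stronger effect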
Dynein transport cell count – also measured in Dynein transport; calls as there; z-score; measured here: cell count per field
Ins promoter up cell count – recorded beside Ins promoter up, whose call it bears; cell count; measured here: cytotoxicity, nuclei count;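 total cells summed across four imaged fields per well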
bCat nuc transl cell count 5 µM – further read-out of bCat nuc transl, marked with its call; cell count; measured here: cell count, cytotoxicity flag
MT stabilizer Hoechst-high % – recorded beside MT stabilizer, whose call it bears; % Hoechst-high responders; measured here: nuclear condensation Hoechst responders;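 share of cells brighter than vehicle mean plus two SD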
MT stabilizer cytotoxicity % – recorded beside MT stabilizer, whose call it bears; toxicity, %; measured here: cytotoxicity by cell density;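 0% = mean cell density of plate MIN control wells and 100% = no cells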
Autophagy HCS cell loss 18 h – recorded beside Autophagy HCS, whose call it bears; toxicity, %; measured here: cell loss, nuclei count;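 cell loss after 18 h compound exposure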
Starred values were filed as active, the others as inactive; i = inactive; nt = no result given.

SMILES | bCat nuc transl | bCat nuc transl cell count 5 µM | AID2073 | Autophagy HCS | Autophagy HCS cell loss 18 h | MT stabilizer | MT stabilizer Hoechst-high % | MT stabilizer cytotoxicity % | WT yeast gro inh | WT yeast gro inh mutant strain | Ins promoter up | Ins promoter up cell count | HIV fusion peptide | Yfh1-depleted yeast | Dynein transport | Dynein transport cytoplasmic EGFP | Dynein transport nuclear GR-EGFP | Dynein transport cell count
O=C(O)c1ccc(COCC(F)(F)C(F)F)o1 | 5.0 | 1364 | 0% | i | 10 | 4.7 | 2.9 | 2.0 | 17 | 17 | 0.03 | 1540 | 0.9% | i | -0.8 | -0.34 | -0.28 | 0.025
O=C(O)c1ccccc1/C=N/NC(=O)C1CCCCC1 | 0.1 | 1257 | 9% | nt | nt | nt | nt | nt | nt | nt | -0.33 | 1173 | 0.8% | i | -0.43 | -0.82 | -0.056 | -0.13
COCCCNC(=O)COc1cc(C)c(Cl)c(C)c1 | 0.8 | 1123 | 1% | i | -3 | 3.4 | 1.5 | 8.2 | -8 | -3 | 0.19 | 1406 | -3.4% | i | -0.15 | -0.23 | -0.086 | 0.61
CN(C)c1ccc(NC(=O)COC(=O)c2cc(Cl)ccc2[N+](=O)[O-])cc1 | 0.3 | 958 | -20% | i | -12 | 1.9 | 3.8 | 6.8 | -19 | -9 | nt | nt | -0.2% | i | -0.8 | -0.3 | -0.54 | 0.93
COc1c(S(=O)(=O)N2CCCC2)ccc(Cl)c1Cl | 3.1 | 1130 | -1% | i | 4 | 2.9 | 1.8 | 7.4 | 2 | 2 | -0.67 | 1248 | -3.0% | i | -0.74 | -0.075 | -0.98 | 0.47
COc1cc(C2=NOC(C(=O)Nc3ccc(C)cc3)C2)cc(OC)c1OC (stereo not drawn) | -3.4 | 1333 | -2% | i | 24 | 3.9 | 3.1 | 7.7 | 11 | 11 | 0.45 | 1427 | -0.4% | i | -1.1 | -0.2 | -0.37 | 0.53
COc1ccc(OC)c(C(c2nnnn2CCc2ccccc2)N2CCC(C(N)=O)CC2)c1 (stereo not drawn) | 0.4 | 1108 | 4% | i | -2 | 1.6 | 1.8 | 10 | 5 | -12 | -0.75 | 1139 | 1.7% | i | -0.7 | -0.24 | -0.25 | 0.35
Cc1onc(-c2ccccc2)c1CNC(=O)CN1C(=O)c2ccccc2C1=O | -3.4 | 1187 | 27% | nt | nt | nt | nt | nt | nt | nt | -1.1 | 1464 | -1.2% | i | -0.089 | -0.2 | -0.022 | -0.21
CCNc1nc(NCC)nc(C(=O)NN)n1 | 1.8 | 554 | 5% | i | -4 | 3.4 | 2.2 | 4.6 | -6 | 2 | nt | nt | -0.2% | i | -0.37 | -0.18 | 0.12 | 0.61
Cn1c(/C=C/c2ccc([N+](=O)[O-])o2)nc2ccccc2c1=O | 12 | 1017 | 3% | i | 76 | 1.8 | 1.1 | 13 | 1 | -3 | -2.3 | 553 | 51% | i | -1.9 | 0.47 | -0.75 | -0.15
CCNC(=O)COC(=O)c1ccc(-c2nc3ccccc3s2)s1 | -0.8 | 1133 | 26% | i | -14 | 3.7 | 2.2 | 21 | 43 | 33 | -0.01 | 1184 | -0.8% | i | -0.35 | -0.37 | 0.05 | 1.1
CCN(CCn1cccn1)Cc1nc(Cc2cccc(F)c2)no1 | -2.3 | 1012 | 27% | i | 7 | 3.3 | 2.8 | 5.4 | 4 | 14 | 0.3 | 1463 | -0.7% | i | -0.56 | -0.25 | -0.46 | 0.96
O=C(Cn1[nH]c(=O)c2ccccc2c1=O)OCC(=O)N1CCc2ccccc2C1 | -0.3 | 1123 | 0% | i | -10 | 1.5 | 2.0 | 11 | 13 | 4 | 0.28 | 1084 | 1.8% | i | -0.52 | -0.2 | -0.082 | 0.71
CCn1c(SCC(=O)NNC(=O)c2ccc(OC)cc2)nnc1-c1cccnc1 | -0.5 | 1503 | 3% | i | 4 | 5.5 | 2.4 | 7.9 | -20 | -4 | -0.33 | 1497 | -0.3% | i | -0.35 | -0.36 | -0.47 | 0.64
CC(C)CNC(=S)NNC(=O)c1ccc2c(c1)OCO2 | -2.9 | 1214 | 0% | i | -1 | 1.3 | 1.0 | 6.0 | 24 | 30 | -1.2 | 870 | 1.8% | nt | -0.26 | -0.3 | 0.22 | 1.3
COc1ccccc1CCc1nnc(CCC(=O)NC(C)Cn2nc(C)cc2C)o1 (stereo not drawn) | 0.7 | 1513 | 17% | i | -11 | 2.5 | 2.0 | 6.9 | -7 | -9 | -0.09 | 1071 | 0.0% | i | 1.7 | -0.18 | 0.75 | -0.93
COc1ccc(S(=O)(=O)n2nc(OC(=O)c3ccc(C)cc3)cc2N)cc1 | -4.9 | 804 | -5% | i | 7 | 1.9 | 2.1 | 5.1 | 8 | -13 | 1 | 1065 | 0.5% | i | -0.93 | -0.24 | -0.34 | 1.2
COc1ccc(-n2nnnc2SCC(N)=O)cc1 | nt | nt | 25% | i | -3 | 2.5 | 1.9 | 4.8 | 12 | -13 | 1.1 | 1327 | 0.1% | i | -0.57 | -0.21 | -0.019 | 0.5
N#CC1=C(N)N(c2ccccc2Sc2ccccc2)C(=O)C1 | -2.0 | 1195 | 8% | i | 20 | 1.7 | 2.1 | 7.7 | 8 | 1 | 0.55 | 1276 | 38% | i | 0.82 | -0.044 | 1.3 | -0.75
NC(=O)c1sc2nc3c(c(-c4ccc(Cl)cc4)c2c1N)CCCC3 | 1.1 | 1245 | -2% | i | 1 | 2.1 | 2.4 | 6.5 | 15 | -8 | 0.79 | 863 | -0.1% | i | -0.57 | -0.25 | -0.43 | 0.49
O=C(NC1CCN(C(=O)N2c3ccccc3Sc3ccccc32)CC1)c1ccccc1Cl | -1.8 | 1333 | 4% | i | 25 | 2.0 | 1.0 | 13 | 4 | 0 | -1.7 | 1012 | -2.3% | i | -0.64 | -0.17 | 0.17 | -0.17
Cc1csc(NC(=O)CN2C(=O)c3ccccc3C2=O)c1C(N)=O | 0.4 | 1336 | 0% | nt | nt | nt | nt | nt | nt | nt | -0.32 | 1117 | -1.8% | i | 0.11 | -0.19 | 0.38 | -1.6
CCOC(=O)N1CCC(NC(=O)Cn2nc(Cc3ccncc3)c3ccccc3c2=O)CC1 | nt | nt | 30% | i | -3 | 2.4 | 3.4 | 6.6 | 8 | 4 | -0.67 | 860 | 0.7% | i | 0.024 | -0.2 | 0.23 | 0.066
CCCCCC(=O)C(=O)c1ccc(O)cc1O | 0.1 | 1321 | 13% | nt | nt | nt | nt | nt | nt | nt | 0.78 | 1129 | 1.0% | i | -0.45 | -0.2 | 0.27 | -1
CCCCSc1nc(C)cc(SCC(=O)N/N=C/c2cccc(OC)c2O)n1 | 1.8 | 1298 | 7% | i | -1 | 1.9 | 0.7 | 19 | 17 | 5 | -1 | 1364 | 4.3% | nt | -0.32 | -0.18 | 0.26 | -0.57
CCN(CC)C(=O)c1sc2nc(-c3ccccc3)ccc2c1N | 2.0 | 944 | 11% | i | 15 | 1.9 | 1.3 | 8.4 | 6 | -1 | 0.84 | 1579 | -0.8% | i | -0.63 | -0.14 | -0.44 | 1.1
N#CCCn1c2ccccc2c2nc3ccccc3nc21 | -2.0 | 1141 | 17% | i | -5 | 4.7 | 3.2 | 6.4 | 2 | -1 | 0.68 | 974 | 0.7% | i | -0.025 | -0.31 | 0.057 | 0.29
CC(C)(C)c1ccc(C(=O)NCC(=O)OCC(=O)c2ccc3c(c2)-c2ccccc2C3)cc1 | 0.6 | 893 | 35% | i | -6 | 6.9 | 3.5 | 1.9 | 9 | -17 | nt | nt | 1.6% | i | 0.41 | -0.16 | 1.1 | -0.68
COc1ccc(CSc2nc(C)cc(=O)[nH]2)cc1Br | -0.9 | 1009 | -8% | i | 4 | 0.7 | 1.7 | 9.7 | -9 | -26 | -0.34 | 1318 | 0.7% | i | 0.92 | -0.26 | 0.64 | 0.19
CC(C(=O)NC1C(=O)N2C(C(=O)O)=C(CSc3nnnn3C)CSC12)n1cc(Cl)cn1 (stereo not drawn) | 1.7 | 1114 | 15% | i | -3 | 3.3 | 3.2 | 11 | -2 | -22 | 0.44 | 1282 | 20% | i | -0.14 | -0.31 | -0.024 | 0.068
O=C(O)C1=C[C@@H](c2ccc3c(c2)OCO3)C[C@@H](OCc2ccc(CO)cc2)O1 | -2.7 | 1170 | 7% | i | 1 | 4.0 | 0.7 | 1.5 | -6 | 3 | -1.1 | 1251 | 5.7% | i | -0.78 | 0.06 | -0.08 | 0.077
CCCc1nc(SCC(=O)Nc2cc(Cl)ccc2OC)c2c(=O)n(C)c(=O)n(C)c2n1 | 0.4 | 1059 | -1% | nt | nt | 3.5 | 2.6 | 6.4 | 4 | 3 | 0.19 | 1846 | 2.1% | i | 0.47 | -0.26 | 0.24 | 0.18
O=C(Nc1ccc(OCC(F)(F)C(F)F)cc1)c1ccncc1 | 3.5 | 797 | 4% | i | -12 | 1.6 | 1.9 | 4.1 | 2 | 5 | -0.7 | 1524 | -2.1% | i | 0.26 | -0.29 | 0.32 | 0.11

Random draw from the library; about 4.2% have a hit in one of these screens.
